Screening data deposited in PubChem by National Center for Advancing Translational Sciences (NCATS).
AMA1 RON2 block: inhibitors of Plasmodium falciparum AMA1-RON2 interaction; AlphaScreen AMA1-biotinylated RON2 peptide binding; actives 0.2% (n = 360,000); AID 720542; Potency, µM (doses to about 58.2 µM), inactives show at the top dose activity change, negative = inhibition, hits mostly inhibitors;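 further: potency means the concentration at half of the fitted maximal effect; 0% = vehicle wells and -100% = peptide control; nearly all actives have a fitted effect of over 45% in size; some results filed as inactive show a strong effect at the top dose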
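AMA1 (3D7) with his tag at 25 nM final met compounds first, then biotinylated RON2 peptide at 25 nM; detection used donor plus acceptor beads, 10 µg/mL apiece, read by AlphaScreen after 30 min at room temperature.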
LmPK inh: inhibitors of Leishmania mexicana pyruvate kinase; AID 1721; purified LmPK, Kinase-Glo ATP luminescence, 1 h; Potency, µM (top dose mostly 57.5 µM), for the others: at the highest dose activity change, negative = inhibition, usual class: inhibitors; Q27686; actives 0.37% (n = 290,000); further: potency means the concentration at half of the fitted maximal effect
Target sequence (Q27686 whole entry, looked up): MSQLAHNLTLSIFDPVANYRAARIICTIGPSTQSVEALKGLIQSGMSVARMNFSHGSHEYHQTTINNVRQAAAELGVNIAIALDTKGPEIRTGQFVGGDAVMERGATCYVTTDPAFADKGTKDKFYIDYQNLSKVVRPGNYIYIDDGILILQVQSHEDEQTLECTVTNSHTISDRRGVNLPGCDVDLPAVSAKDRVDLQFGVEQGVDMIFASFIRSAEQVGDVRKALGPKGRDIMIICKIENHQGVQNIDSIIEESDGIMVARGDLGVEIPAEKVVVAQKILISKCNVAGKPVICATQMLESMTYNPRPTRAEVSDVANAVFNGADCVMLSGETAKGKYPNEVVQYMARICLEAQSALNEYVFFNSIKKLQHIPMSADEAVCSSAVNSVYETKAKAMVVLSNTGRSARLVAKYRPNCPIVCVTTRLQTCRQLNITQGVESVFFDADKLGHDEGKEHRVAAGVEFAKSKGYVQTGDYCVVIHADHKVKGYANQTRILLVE
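Pyruvate kinase activity monitored as ATP production (luciferase luminescence). Conditions: 0.1 nM enzyme, 0.5 mM PEP, 0.1 mM ADP, 1 h, RT; normalized against uninhibited and no-enzyme wells.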
AmpC inh detg: blocks E. coli AmpC beta-lactamase in detergent assay; P00811; AmpC hydrolysis of nitrocefin, absorbance 480 nm, 0.01% Triton; Potency, µM (titrated, usually from 114 µM), inactives show top-dose activity change, negative = inhibition, most hits filed as inhibitors; actives 0.041% (n = 370,000); AID 485294;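 further: potency means the concentration at half of the fitted maximal effect; 0% = no-compound wells and -100% = no-enzyme wells; nearly all actives have a fitted effect of over 25% in size; some results filed as inactive show a strong effect at the top dose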
Target sequence (P00811 whole entry, looked up): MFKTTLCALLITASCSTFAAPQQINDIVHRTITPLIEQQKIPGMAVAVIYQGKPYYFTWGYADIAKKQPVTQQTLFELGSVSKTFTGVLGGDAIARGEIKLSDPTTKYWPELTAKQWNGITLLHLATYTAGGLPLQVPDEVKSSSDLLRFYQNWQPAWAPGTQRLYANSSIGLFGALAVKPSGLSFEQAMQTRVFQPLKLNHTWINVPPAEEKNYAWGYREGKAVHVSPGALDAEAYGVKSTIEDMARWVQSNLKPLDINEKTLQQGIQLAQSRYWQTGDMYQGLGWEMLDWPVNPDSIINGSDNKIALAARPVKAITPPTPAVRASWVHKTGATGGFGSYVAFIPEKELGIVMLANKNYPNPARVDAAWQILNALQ
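AmpC (5.3 nM in the dispensed reagent) in 20 mM phosphate pH 7.0 with 0.01% (detergent screen) or 0.0001% Triton X-100 was preincubated with compounds for 15 min at room temperature. Nitrocefin was then added from an 800 uM solution, and hydrolysis was followed at 480 nm.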
AmpC inh no detg: inhibitors of E. coli AmpC beta-lactamase without detergent. AmpC nitrocefin hydrolysis, absorbance 480 nm, 0.0001% Triton. Potency, µM (titrated, usually from 57.1 µM), for the others: top-dose activity change, negative = inhibition, usual class: inhibitors. actives 0.52% (n = 330,000);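 further: potency means the concentration at half of the fitted maximal effect; plate controls were no compound for no effect and no enzyme for full effect; nearly all actives have a fitted effect of over 20% in size; some results filed as inactive show a strong effect at the top dose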
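AmpC (5.3 nM in the dispensed reagent) in 20 mM phosphate pH 7.0 with 0.01% (detergent screen) or 0.0001% Triton X-100 was preincubated with compounds for 15 min at room temperature. Nitrocefin was then added from an 800 uM solution, and hydrolysis was followed at 480 nm.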
TbPYK inhibitor: T. brucei pyruvate kinase inhibition; Q57TT1; TbPYK enzyme, Kinase-Glo Plus ATP luminescence, 45 min; Potency, µM (highest dose often 76.8 µM), inactives show at the top dose activity, negative = inhibition, actives largely listed as inhibitors; actives 0.12% (n = 410,000); AID 624173; further: potency means the concentration at half of the fitted maximal effect; nearly all actives have a fitted effect of over 50% in size
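T. brucei PYK with substrate was exposed to pin-transferred compounds across a concentration series, then started with 130 uM ADP (final). After 45 min at room temperature, Kinase-Glo Plus luminescence was read, normalized and curve-fitted.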
HCV inhibitor: blocks hepatitis C virus | Huh7.5.1 HCVcc-Cre infection, luciferase reporter, 44 h | AID 651820 | actives 3.4% (n = 340,000) | Potency, µM (series often up to 41.8 µM), without a hit: at the top dose activity change, negative = inhibition, most hits filed as inhibitors; further: potency means the concentration at half of the fitted maximal effect
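1,000 cells/well; 4 h culture; + compound; + HCVcc-Cre (~0.5 moi); 44 h; luciferase substrate, RT 15 min; read 15 sec.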
HCMV inh: blocks human cytomegalovirus replication; HFF cells, HCMV-luciferase reporter, 72 h; active compounds read low; activity change, negative = inhibition, % at 57.5 µM; actives 4.5% (n = 410,000); AID 1259415; in the data active means activity change below about -60%; inconclusive means no clear call, values can overlap the other calls; inactive means above about -39%
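Compounds were evaluated in HFFs infected with an HCMV luciferase reporter virus (MOI 1 PFU/cell). Luciferase in lysates collected 72 h post infection served as the replication measure.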
* = called active by the depositor; [ ] = remark or other dose. Unless noted, the call rests on the fitted dose curve; in most records, active means well fitted curve in the direction sought with a large enough effect; inconclusive means small, poorly fitted or top-dose-only effect, or another doubt; inactive means no such curve, though single readings can be large; an effect the other way counts as inactive or inconclusive. Unless noted, on the % scale 0 is the no-effect control and ±100 the full control effect. Compounds were not picked by outcome; overall some 7.5% were active at least once.

C/C(=N/NC(=O)C1CCCCC1)c1ccc([N+](=O)[O-])cc1 was read as AMA1 RON2 block 17.0%, LmPK inh 4.9%, AmpC inh detg 2.0%, AmpC inh no detg -15.1%, TbPYK inhibitor -15.0%, HCV inhibitor 21.5% and HCMV inh 100.9.
`O=C(NCc1ccccc1Cl)C1CCCO1` (stereo unspecified) gave AMA1 RON2 block -2.9%, LmPK inh -0.1%, AmpC inh detg -10.4%, AmpC inh no detg -8.6%, TbPYK inhibitor 1.8%, HCV inhibitor 18.6% and HCMV inh 0.9.
For Cc1ccc2c(c1)-c1onc(C(=O)N3CCN(c4ccc(Cl)cc4)CC3)c1CO2 the results were AmpC inh detg 5.8%, TbPYK inhibitor 6.7% and HCMV inh 7.1.
Screening CCCn1c(C)cc(=O)c2cc(NC(=O)c3ccccn3)ccc21 returned AMA1 RON2 block 0.4%, LmPK inh -0.1%, AmpC inh detg 3.0%, AmpC inh no detg 49.0%, TbPYK inhibitor 2.7%, HCV inhibitor inconclusive and HCMV inh 52.5.
`Nc1ccc2c(c1)nnn2-c1ccccc1` gave AMA1 RON2 block -2.3%, LmPK inh -1.9%, AmpC inh detg -0.9%, AmpC inh no detg -12.2%, TbPYK inhibitor -4.6%, HCV inhibitor 17.9% and HCMV inh 34.8.
`COc1cc(OC)cc(-c2oc(=O)c3cc(OC)c(OC)cc3c2C#CCCCO)c1` gave AMA1 RON2 block 8.5%, AmpC inh detg -2.7%, AmpC inh no detg -4.4%, TbPYK inhibitor -3.3%, HCV inhibitor -16.0% and HCMV inh -20.4.
Screening COc1ccc(C(C)=O)cc1CC(C(=O)c1ccc(F)cc1)N(C)C (stereo unspecified) returned AMA1 RON2 block -6.4%, LmPK inh 9.2%, AmpC inh detg 4.7%, AmpC inh no detg 19.4%, TbPYK inhibitor 2.6%, HCV inhibitor -11.6% and HCMV inh -20.5.
Cc1cc(NC(=O)CSc2nc(-c3ccccc3F)nc3c2c(=O)n(C)c(=O)n3C)no1 was read as AmpC inh detg 20.6%, TbPYK inhibitor 3.3% and HCMV inh 2.8.
CCN(CC)c1nc(C#N)cc(-c2ccc(OC)cc2)n1 was read as AMA1 RON2 block 134.8%[activator], LmPK inh 4.9%, AmpC inh detg -19.7%, AmpC inh no detg 1.7%, TbPYK inhibitor -6.8%, HCV inhibitor 7.08µM* and HCMV inh -20.4.
`Cc1ccn2c(NC3CCCCC3)c(C)nc2c1` gave AMA1 RON2 block 38.1%[activator], LmPK inh -1.1%, AmpC inh detg -11.6%, AmpC inh no detg -4.9%, TbPYK inhibitor 8.6%, HCV inhibitor 8.6% and HCMV inh -28.4.
CC(C)c1ccc(C2NC(=O)c3c(sc4c3CCN(C)C4)N2)cc1 (stereo unspecified) was read as AmpC inh detg 10.7%, TbPYK inhibitor -15.0% and HCMV inh 12.4.
Screening COc1cc(/C=N/Nc2nc3ccccc3[nH]c2=O)ccc1O returned AMA1 RON2 block -2.9%, LmPK inh -6.3%, AmpC inh detg 0.0%, AmpC inh no detg -36.5%, TbPYK inhibitor 0.4%, HCV inhibitor 0.8% and HCMV inh 51.6.
Cc1ccc(S(=O)(=O)N2CC3(O)CN(C(=O)OC(C)C)N(C(=O)OC(C)C)CC3(OC(=O)NCC3CCCCC3)C2)cc1 (stereo unspecified) was read as AMA1 RON2 block -0.3%, TbPYK inhibitor 9.2% and HCMV inh 10.2.
CCn1c(=O)c(C(=O)NNS(=O)(=O)c2ccc(Cl)cc2)c(O)c2ccccc21 was read as AMA1 RON2 block 64.2%[activator], LmPK inh -1.7%, AmpC inh detg -5.5%, AmpC inh no detg -57.2%, TbPYK inhibitor -5.1%, HCV inhibitor -0.7% and HCMV inh -8.3.
Screening Cc1cccc(N2CCc3c2nc2ccc(Br)cc2c3N)c1 returned AMA1 RON2 block -3.9%, LmPK inh 1.8%, AmpC inh detg inconclusive, AmpC inh no detg -36.7%, TbPYK inhibitor -14.2%, HCV inhibitor 10µM* and HCMV inh inconclusive.
O=C(CNC(=O)c1ccc(Br)o1)Nc1ncccc1O was read as AMA1 RON2 block 7.7%, AmpC inh detg inconclusive, AmpC inh no detg 17.0%, TbPYK inhibitor 3.3%, HCV inhibitor 21.4% and HCMV inh -2.6.
O=C(CC1C(=O)NCCN1C(=O)Nc1ccccc1)Nc1cc(Cl)ccc1Cl (stereo unspecified) was read as AMA1 RON2 block -15.1%, LmPK inh 2.0%, AmpC inh detg -0.4%, AmpC inh no detg 72.9%[activator], TbPYK inhibitor 2.6%, HCV inhibitor 0.1% and HCMV inh 4.9.
`Cc1cc(Nc2ccc3ccccc3c2)n2ncnc2n1` gave AMA1 RON2 block 6.6%, LmPK inh -0.6%, AmpC inh detg -2.2%, AmpC inh no detg -2.7%, TbPYK inhibitor 0.6%, HCV inhibitor -16.5% and HCMV inh 174.2.
`Cc1cc(=O)[nH]c(N/N=C/c2cccs2)n1` gave AMA1 RON2 block 31.9%[activator], LmPK inh -16.7%, AmpC inh detg -1.7%, AmpC inh no detg -29.0%, TbPYK inhibitor 3.6%, HCV inhibitor 11.6% and HCMV inh -23.5.
Screening O=C(Nc1cccc2c1C(=O)NC2=O)c1ccc(S(=O)(=O)N2CCCC2)cc1 returned AMA1 RON2 block 20.9%, LmPK inh -4.0%, AmpC inh detg inconclusive, AmpC inh no detg -17.2%, TbPYK inhibitor -7.5%, HCV inhibitor -6.0% and HCMV inh 45.3.
For O=C(NCCC(=O)N(CCc1ccccc1)Cc1ccccc1)c1ccc([N+](=O)[O-])cc1 the results were AMA1 RON2 block 7.6%, AmpC inh detg -7.2%, AmpC inh no detg 15.3%, TbPYK inhibitor -1.3%, HCV inhibitor -12.9% and HCMV inh 14.1.
For CCOC(=O)Cn1c2ccccc2n2nc(CCC(=O)O)c(=O)nc12 the results were AMA1 RON2 block 1.0%, LmPK inh 0.0%, AmpC inh detg -0.6%, AmpC inh no detg -20.1%, TbPYK inhibitor -0.7%, HCV inhibitor 15.1% and HCMV inh -39.5.
COc1ccc(-c2c(C#N)c(C)nc3c2C(=O)c2ccccc2-3)cc1 was read as AMA1 RON2 block 0.0%, LmPK inh 0.2%, AmpC inh detg -5.7%, AmpC inh no detg -6.1%, TbPYK inhibitor 2.8%, HCV inhibitor 4.7% and HCMV inh -36.1.
`CC1ON=C(c2ccc(F)cc2)NC1=O` (stereo unspecified) gave AMA1 RON2 block 4.9%, TbPYK inhibitor -2.3% and HCMV inh 1.2.
Cc1ccc2oc(=O)n(CCC(=O)Nc3ccc(N4CCOCC4)cc3)c2c1 was read as AMA1 RON2 block -0.4%, LmPK inh -0.1%, AmpC inh detg -12.5%, AmpC inh no detg -1.2%, TbPYK inhibitor 1.7%, HCV inhibitor -12.7% and HCMV inh 8.0.
Screening C=CCn1c(SCC(=O)Nc2sccc2C#N)nc2sc(C)c(C)c2c1=O returned AMA1 RON2 block -13.6%, LmPK inh 3.4%, AmpC inh detg 8.1%, TbPYK inhibitor -7.3%, HCV inhibitor inconclusive and HCMV inh 21.3.
`O=C(Nc1ccc2c(c1)OCO2)C1CCCN1C(=O)Nc1ccccc1` (stereo unspecified) gave AMA1 RON2 block 13.7%, LmPK inh 0.5%, AmpC inh detg -8.1%, AmpC inh no detg -15.3%, TbPYK inhibitor -6.1%, HCV inhibitor 10.0% and HCMV inh -0.4.
For N#Cc1ccccc1NC(=O)COc1ccccc1C(=O)Nc1ccccc1 the results were AMA1 RON2 block 11.3%, AmpC inh no detg -41.0%, TbPYK inhibitor -1.5%, HCV inhibitor -3.0% and HCMV inh 81.9.
`O=C(CCC(NC(=O)OCc1ccccc1)C(=O)OCc1ccccc1)NCC(=O)OCc1ccccc1` (stereo unspecified) gave AMA1 RON2 block 3.9%, LmPK inh -0.7%, AmpC inh detg -8.0%, AmpC inh no detg 34.7%, TbPYK inhibitor -3.1%, HCV inhibitor 8.1% and HCMV inh -28.1.
For CCOC(=O)C1CCCN(S(=O)(=O)c2ccc3c(c2)C(C)(C)C(=O)N3C)C1 (stereo unspecified) the results were AMA1 RON2 block -0.2%, LmPK inh -9.8%, AmpC inh detg -8.6%, AmpC inh no detg 1.0%, TbPYK inhibitor -1.5%, HCV inhibitor -6.2% and HCMV inh -8.3.
`Cc1ccc(Cn2c(-n3nc(C)cc3C)nc3c2c(=O)[nH]c(=O)n3C)cc1` gave AMA1 RON2 block 3.0%, LmPK inh 1.3%, AmpC inh detg -7.9%, AmpC inh no detg -25.9%, TbPYK inhibitor 4.0%, HCV inhibitor 0.2% and HCMV inh 67.8.
Screening O=C(NC1CCCCC1)c1cc(-c2ccc(F)cc2)on1 returned AMA1 RON2 block -16.3%, LmPK inh -0.8%, AmpC inh detg inconclusive, AmpC inh no detg -4.4%, TbPYK inhibitor 1.7%, HCV inhibitor -0.9% and HCMV inh 54.4.
Cc1ccc(-c2nnc(Nc3ccc(Cl)c(Cl)c3)c3ccccc23)cc1S(=O)(=O)NCCO was read as AmpC inh detg -4.9%, TbPYK inhibitor 2.0% and HCMV inh -90.5*.
CSCC[C@H](NC(=O)OC(C)(C)C)C(=O)N1CCC(C(=O)N[C@@H](C)C(=O)NCc2ccc(F)cc2)CC1 was read as AMA1 RON2 block -1.5%, LmPK inh -11.0%, AmpC inh detg -14.7%, AmpC inh no detg 152.9%[activator], TbPYK inhibitor 4.4%, HCV inhibitor -14.5% and HCMV inh 2.1.
Screening CCOc1ccccc1NS(=O)(=O)N(C)C returned AMA1 RON2 block 2.0%, LmPK inh 3.0%, AmpC inh detg -12.1%, AmpC inh no detg -9.7%, TbPYK inhibitor -2.8%, HCV inhibitor 23.2% and HCMV inh 12.8.

Three entries picked at random from the list so far, as already listed:
`O=C(CCC(NC(=O)OCc1ccccc1)C(=O)OCc1ccccc1)NCC(=O)OCc1ccccc1` (stereo unspecified) gave AMA1 RON2 block 3.9%, LmPK inh -0.7%, AmpC inh detg -8.0%, AmpC inh no detg 34.7%, TbPYK inhibitor -3.1%, HCV inhibitor 8.1% and HCMV inh -28.1.
CSCC[C@H](NC(=O)OC(C)(C)C)C(=O)N1CCC(C(=O)N[C@@H](C)C(=O)NCc2ccc(F)cc2)CC1 was read as AMA1 RON2 block -1.5%, LmPK inh -11.0%, AmpC inh detg -14.7%, AmpC inh no detg 152.9%[activator], TbPYK inhibitor 4.4%, HCV inhibitor -14.5% and HCMV inh 2.1.
For CCOC(=O)C1CCCN(S(=O)(=O)c2ccc3c(c2)C(C)(C)C(=O)N3C)C1 (stereo unspecified) the results were AMA1 RON2 block -0.2%, LmPK inh -9.8%, AmpC inh detg -8.6%, AmpC inh no detg 1.0%, TbPYK inhibitor -1.5%, HCV inhibitor -6.2% and HCMV inh -8.3.
